SNCA expr inh – SNCA gene expression inhibition | HEK-293 SNCA-luciferase knock-in, luminescence, 24 h | Potency, µM (titrated, usually from 57.2 µM), without a hit: top-dose activity change, negative = inhibition, actives largely listed as inhibitors | actives 0.17% (n = 140,000) | AID 1671194;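 note: potency is the fitted concentration of half-maximal effect; plate controls were DMSO cells for no effect and cell-free wells for full effect; nearly all actives have a fitted effect of over 45% in size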
SNCA viab count – reduces viability of HEK-293 SNCA reporter cells | HEK-293-SNCA-luc viability, GF-AFC fluorescence, 24 h | Potency, µM (series often up to 57.1 µM), for the others: at the highest dose activity change, negative = cytotoxicity, hits mostly cytotoxic | actives 0.12% (n = 150,000) | AID 1671193;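 note: potency is the fitted concentration of half-maximal effect; 0% = DMSO-treated cells and -100% = medium-only wells without cells; nearly all actives have a fitted effect of over 30% in size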
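HEK-293-SNCA-luc cells (1500/well) plated 24 h, then exposed 24 h to a dilution series; GF-AFC added 30 min at 37C, fluorescence 405/540 nm; normalised to medium-only and DMSO wells, Hill fit.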
3T3 cytotox – NIH 3T3 cell cytotoxicity; AID 1345082; Potency, µM (highest dose often 96.7 µM), inactives show at the top dose activity change, negative = cytotoxicity, usual class: inhibitors; NIH 3T3 viability, CellTiter-Glo ATP luminescence, 48-72 h; actives 4.3% (n = 94,000); note: potency is the fitted concentration of half-maximal effect; nearly all actives have a fitted effect of over 55% in size
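First NIH 3T3 cells are plated at 400 cells/well; next compound is pinned in; then plates incubate 48 or 72 hr at 37 °C; finally CellTiter-Glo is added and luminescence read after 10 min.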
GPT2 inhibitor – blocks human glutamate pyruvate transaminase 2; Q8TD30; Potency, µM (highest dose often 57.7 µM), for the others: at the top dose activity change, negative = inhibition, hits mostly inhibitors; AID 1671188; actives 0.25% (n = 100,000); Recombinant GPT2, coupled pyruvate oxidase/HRP Amplex Red fluorescence; note: potency is the fitted concentration of half-maximal effect; nearly all actives have a fitted effect of over 60% in size; many of its hits are not listed in these tables
Target sequence (Q8TD30 whole entry, looked up): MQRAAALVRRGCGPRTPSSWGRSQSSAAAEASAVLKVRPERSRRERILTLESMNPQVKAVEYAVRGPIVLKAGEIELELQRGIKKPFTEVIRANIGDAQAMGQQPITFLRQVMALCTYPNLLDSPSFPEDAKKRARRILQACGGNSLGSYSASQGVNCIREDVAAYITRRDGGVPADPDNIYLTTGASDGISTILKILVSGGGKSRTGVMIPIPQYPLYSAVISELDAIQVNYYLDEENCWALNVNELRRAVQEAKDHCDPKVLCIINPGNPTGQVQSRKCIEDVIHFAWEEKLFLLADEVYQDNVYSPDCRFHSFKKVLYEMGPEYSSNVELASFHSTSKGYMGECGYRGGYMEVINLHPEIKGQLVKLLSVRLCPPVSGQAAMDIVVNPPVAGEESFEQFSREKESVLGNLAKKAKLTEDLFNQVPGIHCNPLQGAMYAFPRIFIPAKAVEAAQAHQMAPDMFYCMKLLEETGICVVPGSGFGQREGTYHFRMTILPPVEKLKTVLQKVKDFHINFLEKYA
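Fluorescence of coupled pyruvate oxidase/HRP/Amplex Red system (50uM Amplex, 30 min, dark) reports pyruvate formed by GPT2. Enzyme reaction: 10ng/uL GPT2, 2mM L-alanine, 250uM a-KG, 30 min room temperature, pH 7.5; 50uM AOA control.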
HEK293 tox – cytotoxic compounds in HEK 293 cells; HEK 293 viability, ATP luminescence (CellTiter-Glo), 48-72 h; Potency, µM (doses to about 115 µM), without a hit: at the highest dose activity change, negative = cytotoxicity, most hits filed as inhibitors; actives 6.6% (n = 94,000); note: potency is the fitted concentration of half-maximal effect; nearly all actives have a fitted effect of over 60% in size
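Cells seeded first (HEK 293, 250 cells/well), then compound added by pintool. Incubation ran 48 or 72 hr at 37 degree Celsius. CellTiter-Glo was added and luminescence imaged after 10 min at room temperature.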
Luciferase inh – Photinus pyralis luciferase inhibition. P08659. purified P. pyralis luciferase, luminescence, biochemical. Potency, µM (series often up to 115 µM), for the others: at the top dose activity change, negative = inhibition, actives largely listed as inhibitors. actives 2.5% (n = 76,000); note: potency is the fitted concentration of half-maximal effect; nearly all actives have a fitted effect of over 65% in size
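FLuc 10nM, D-luciferin 10uM, ATP 10uM, Mg acetate 10mM, Tris acetate pH 7.5, Tween/BSA; cpd qHTS; enzyme added last; CCD luminescence.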
IP6K1 inh – inhibitors of human IP6K1. activity change, % (series mostly up to about 58 µM). Q92551. IP6K1 kinase, ADP-Glo luminescence, 2 h; stronger effect = lower value. actives 0.81% (n = 140,000); in the data active = activity change below about -25%
Target sequence (Q92551 whole entry, looked up): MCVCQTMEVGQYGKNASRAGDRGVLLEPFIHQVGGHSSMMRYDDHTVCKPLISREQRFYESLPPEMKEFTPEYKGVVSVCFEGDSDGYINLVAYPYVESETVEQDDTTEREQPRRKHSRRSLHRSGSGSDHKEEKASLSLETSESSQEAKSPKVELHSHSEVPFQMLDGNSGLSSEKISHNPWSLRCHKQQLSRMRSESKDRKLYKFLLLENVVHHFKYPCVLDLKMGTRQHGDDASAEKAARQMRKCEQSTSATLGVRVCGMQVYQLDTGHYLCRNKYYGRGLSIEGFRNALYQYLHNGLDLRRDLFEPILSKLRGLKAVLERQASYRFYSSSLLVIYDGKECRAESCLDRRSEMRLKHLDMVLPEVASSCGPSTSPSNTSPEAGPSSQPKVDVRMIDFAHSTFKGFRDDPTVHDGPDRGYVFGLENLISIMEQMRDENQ
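ADP-Glo luminescence measures ADP made by human IP6K1 during a 2 h RT reaction with ATP/IP6 (mix at 1.3 mM/130 uM); top library doses 57.5 and 19.1 uM final.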
An asterisk follows results filed as active; [ ] = remark or other dose. Unless noted, calls come from the whole dose curve; as a rule, active = well fitted curve in the direction sought with a large enough effect; inconclusive = small, poorly fitted or top-dose-only effect, or another doubt; inactive = no such curve, though single readings can be large; an effect the other way counts as inactive or inconclusive. Unless noted, % is set by controls: 0 for no effect and ±100 for the full control effect. An excerpt, so the mix of outcomes need not match the whole.

Results for COc1ccc(CCNC(=O)CCN2N=C(c3ccccc3)CCC2=O)cc1OC ?
SNCA expr inh: 11.2%; SNCA viab count: -23.6%; IP6K1 inh: 10.9

Results for COc1cccc(S(=O)(=O)N2CCC(N3C(=O)[C@H](OC)[C@@H]3c3ccncc3)CC2)c1 ?
SNCA expr inh: 7.9%; SNCA viab count: 6.3%; 3T3 cytotox: -8.6%; GPT2 inhibitor: inactive; HEK293 tox: -2.7%; Luciferase inh: 5.6%; IP6K1 inh: 24.4

What do the screens show for `COc1cccc(C(=O)N2CCCCCC2c2nc(C)no2)c1` (stereo unspecified)?
SNCA expr inh: -3.5%; SNCA viab count: 4.8%; 3T3 cytotox: -16.8%; GPT2 inhibitor: inactive; HEK293 tox: -16.2%; Luciferase inh: -2.7%; IP6K1 inh: 11.7

Results for CN1CCN(c2ccc3ncc(Nc4cccc(C(F)(F)F)c4)n3n2)CC1 ?
SNCA expr inh: -5.7%[87.6 µM]; SNCA viab count: -3.9%[87.6 µM]; 3T3 cytotox: inconclusive; GPT2 inhibitor: inconclusive; HEK293 tox: 100µM*; Luciferase inh: 5.6%[172 µM]; IP6K1 inh: -16.1

How did CCC(=O)N1CCCC1c1nc(CCOCC2CCCC2)no1 (stereo unspecified) do in these assays?
SNCA expr inh: -0.4%; SNCA viab count: -2.8%; 3T3 cytotox: inactive; GPT2 inhibitor: inactive; HEK293 tox: inactive; Luciferase inh: -0.8%; IP6K1 inh: 10.0

Results for CCOC(=O)CC(=O)CSc1nc2ccccc2c(=O)n1CCc1ccc(S(N)(=O)=O)cc1 ?
SNCA expr inh: 1.6%; SNCA viab count: -24.1%; IP6K1 inh: 17.6

Results for CCN(Cc1ccccc1)Cc1c(O)ccc2c(=O)c(-c3ccccc3Cl)c(C(F)(F)F)oc12 ?
SNCA expr inh: inconclusive; SNCA viab count: 2.0%; IP6K1 inh: 21.4

Results for CC(C)(C)c1nc(C(=O)NCc2cccnc2)n2ccccc12 ?
SNCA expr inh: -29.8%; SNCA viab count: -4.5%; 3T3 cytotox: inconclusive; GPT2 inhibitor: -8.3%; HEK293 tox: inconclusive; IP6K1 inh: -13.7

What do the screens show for `Cn1ncc2c(C(=O)NCC3CC3)cc(-c3ccccc3C(F)(F)F)nc21`?
3T3 cytotox: inconclusive; HEK293 tox: inconclusive; IP6K1 inh: 9.4

How did COc1ccc(C(=O)N[C@H]2CCN3C(=O)c4cc(Br)ccc4NC(=O)[C@@H]3C2)cc1 do in these assays?
SNCA expr inh: inconclusive; SNCA viab count: -10.6%; 3T3 cytotox: inactive; GPT2 inhibitor: -7.4%; HEK293 tox: inactive; Luciferase inh: 0.1%; IP6K1 inh: 0.1

What do the screens show for `CC(C)CN(CCNC(=O)c1cc(-c2ccc(Cl)s2)nc2ccccc12)CC(C)C`?
SNCA expr inh: -14.8%; SNCA viab count: -11.4%; IP6K1 inh: -20.4

What do the screens show for `O=C1CN(c2ccc(C(=O)N3C[C@@H](C(=O)O)[C@H](C4CC4)C3)cc2)C(=O)N1`?
SNCA expr inh: -6.6%; SNCA viab count: 11.5%; 3T3 cytotox: -11.6%; GPT2 inhibitor: -45.1%; HEK293 tox: -7.7%; Luciferase inh: -6.3%; IP6K1 inh: 30.1

What do the screens show for `CCn1cc(-c2ccc(F)cc2)cc1C(=O)N1CCCCCC1`?
SNCA expr inh: -28.5%; SNCA viab count: -28.2%; 3T3 cytotox: inconclusive; GPT2 inhibitor: -15.9%; HEK293 tox: inconclusive; Luciferase inh: -9.7%; IP6K1 inh: 1.9

Results for CCCn1ncc(N2CCC(C(=O)N3CCN(CC(=O)NCc4ccccc4)CC3)CC2)cc1=O ?
SNCA expr inh: -5.5%; SNCA viab count: -6.8%; 3T3 cytotox: -19.8%; GPT2 inhibitor: 3.7%; HEK293 tox: inconclusive; IP6K1 inh: 13.4

What do the screens show for `CN1CC(C(=O)N2CCC(c3ccccc3)CC2)NC1=O` (stereo unspecified)?
SNCA expr inh: 0.9%[87.6 µM]; SNCA viab count: -7.3%[12.5 µM]; 3T3 cytotox: -1.1%[138 µM]; GPT2 inhibitor: -0.8%[88.5 µM]; HEK293 tox: inactive; IP6K1 inh: -13.5

What do the screens show for `CCOc1ccc(C(=O)Nc2ccc3nc(Nc4cccc(C(F)(F)F)c4)cc(C)c3c2)cc1OCC`?
SNCA expr inh: -15.7%; SNCA viab count: -6.2%; IP6K1 inh: 9.2

Results for Cc1ccc(CNC(=O)C2CCCN(c3cnn(Cc4ccccc4)c(=O)c3)C2)o1 (stereo unspecified) ?
SNCA expr inh: -7.1%; SNCA viab count: 9.7%; 3T3 cytotox: -29.9%; GPT2 inhibitor: inactive; HEK293 tox: -16.6%; Luciferase inh: -3.6%; IP6K1 inh: 18.5

What do the screens show for `Cc1cc(C)c(NC(=O)c2sc3nc(C)cc(C)c3c2N)c(C)c1`?
SNCA expr inh: -22.8%; SNCA viab count: 2.3%; IP6K1 inh: 6.1

Results for COCC(=O)N1CCCC(c2cc(N3CCOCC3)nc(C)n2)C1 (stereo unspecified) ?
SNCA expr inh: -0.4%; SNCA viab count: 0.6%; 3T3 cytotox: 4.1%; GPT2 inhibitor: inactive[11.5 µM]; HEK293 tox: inactive; Luciferase inh: 9.8%; IP6K1 inh: 29.5

Results for CC(=O)NCCNC(=O)C[C@@H]1CCNC[C@@H]1Cc1cc(-c2ccccc2)on1 ?
SNCA expr inh: -0.9%[87.6 µM]; SNCA viab count: 0.4%[87.6 µM]; 3T3 cytotox: inactive; GPT2 inhibitor: inactive; HEK293 tox: inactive; Luciferase inh: 10.3%[172 µM]; IP6K1 inh: -2.9

How did O=C1CN(C(=O)c2ccc(S(=O)(=O)N3CCCCC3)cc2)C(c2ccc(F)cc2)c2cc(Br)ccc2N1 (stereo unspecified) do in these assays?
SNCA expr inh: -13.1%; SNCA viab count: -6.0%; IP6K1 inh: -9.6

How did COc1cc2c(cc1OC)n(CC(=O)c1ccc(F)cc1)c(=O)n1nc(CCn3nc(C)cc3C)nc21 do in these assays?
SNCA expr inh: 37.7%[activator]; SNCA viab count: -8.3%; IP6K1 inh: 33.3

Results for CCCCNc1nc(Oc2ccc(=O)n(C)n2)nc(N2CCOCC2)n1 ?
SNCA expr inh: 60.8%[activator]; SNCA viab count: 3.8%; IP6K1 inh: -7.9

Results for CC(C)(C)OC(=O)N1CCC(c2c(C(=O)N3CCN(c4ccccc4F)CC3)cnn2-c2ccccc2Cl)CC1 ?
SNCA expr inh: 1.1%; SNCA viab count: 7.9%; IP6K1 inh: -0.3

How did Cc1cccc(S(=O)(=O)c2cn(C)c3cc(N4CCN(c5ccc(F)cc5)CC4)c(F)cc3c2=O)c1 do in these assays?
SNCA expr inh: 12.2%; SNCA viab count: 7.0%; IP6K1 inh: -5.8

How did Cc1noc(C)c1CN1CCc2nc(C(=O)NCc3ccccc3)oc2CC1 do in these assays?
SNCA expr inh: 4.1%[87.6 µM]; SNCA viab count: -1.7%[87.6 µM]; 3T3 cytotox: -34.4%[138 µM]; GPT2 inhibitor: -7.6%[88.5 µM]; HEK293 tox: inconclusive; Luciferase inh: -19.5%[172 µM]; IP6K1 inh: 10.5

How did O=C(CN1C(=O)NC(c2ccccc2Cl)C2=C1COC2=O)Nc1cccc(C(F)(F)F)c1 (stereo unspecified) do in these assays?
SNCA expr inh: -22.0%; SNCA viab count: -4.0%; 3T3 cytotox: inconclusive; GPT2 inhibitor: inactive; HEK293 tox: inconclusive; Luciferase inh: inconclusive; IP6K1 inh: 22.9

What do the screens show for `COc1ccc2[nH]c3c(c2c1)CCNC31CCN(C(=O)c2nccn2C)CC1`?
SNCA expr inh: 29.3%; SNCA viab count: 1.8%[12.5 µM]; 3T3 cytotox: -20.1%; GPT2 inhibitor: 4.2%; HEK293 tox: -21.7%; Luciferase inh: 9.7%; IP6K1 inh: 11.3

Results for CCCN(CC1CCOC1)C(=O)Nc1ccc(OC)c(F)c1 (stereo unspecified) ?
SNCA expr inh: 64.6%[activator]; SNCA viab count: -12.0%; 3T3 cytotox: -10.9%; GPT2 inhibitor: inactive; HEK293 tox: -0.5%; Luciferase inh: -15.6%; IP6K1 inh: 1.3

Results for CN(C(=O)c1ccc(C(F)(F)F)cc1)C1CCc2ccccc21 (stereo unspecified) ?
SNCA expr inh: 21.5%[87.6 µM]; SNCA viab count: -1.9%[87.6 µM]; 3T3 cytotox: inconclusive; GPT2 inhibitor: inconclusive; HEK293 tox: inconclusive; Luciferase inh: -14.6%[172 µM]; IP6K1 inh: -5.0

How did Cc1ccc(NC(=O)C2CCN(C(=O)c3cnn(-c4ccccc4)c3-n3cccc3)CC2)cc1Cl do in these assays?
SNCA expr inh: inconclusive; SNCA viab count: 0.2%; IP6K1 inh: -9.2

How did Cc1noc(-c2nc(-c3ccccc3C)no2)n1 do in these assays?
SNCA expr inh: 32.3%[activator]; SNCA viab count: -7.2%; 3T3 cytotox: inactive; GPT2 inhibitor: inactive; HEK293 tox: -5.3%; Luciferase inh: inconclusive; IP6K1 inh: 0.8

How did CC(=O)Nc1ccc(CN2CCCCC23Cc2ccccc2CN(C(C)=O)C3)cc1 (stereo unspecified) do in these assays?
SNCA expr inh: -7.5%; SNCA viab count: 7.6%; 3T3 cytotox: -1.6%; GPT2 inhibitor: inactive; HEK293 tox: -3.1%; IP6K1 inh: -7.8

What do the screens show for `Cc1cc(C)cc(C(=O)N2CCC3(CC2)N=C(c2ccc(Cl)cc2)NO3)c1`?
SNCA expr inh: 0.6%; SNCA viab count: 19.0%; 3T3 cytotox: -10.5%; GPT2 inhibitor: -7.2%; HEK293 tox: -12.1%; Luciferase inh: 1.5%; IP6K1 inh: -2.5

Results for CCn1c(CN(C)C)nnc1C1CCN(C(=O)Cn2nc(C)cc2N)CC1 ?
SNCA expr inh: 7.7%; SNCA viab count: 5.8%; 3T3 cytotox: -3.8%; GPT2 inhibitor: -5.1%; HEK293 tox: -27.1%; Luciferase inh: -2.8%; IP6K1 inh: -2.8

How did CNC(=O)[C@@H]1C[C@@H](O)CN1C1CCN(C(=O)c2ccc(Cn3nc(C)cc3C)o2)CC1 do in these assays?
SNCA expr inh: -21.0%; SNCA viab count: 6.7%; 3T3 cytotox: 1.5%; GPT2 inhibitor: inactive; HEK293 tox: -14.2%; Luciferase inh: -2.3%; IP6K1 inh: 5.9

What do the screens show for `CC1=NOC2(CCN(C(=O)c3ccc4c(c3)OCO4)C2)C1` (stereo unspecified)?
SNCA expr inh: -18.4%[87.6 µM]; SNCA viab count: -3.9%[87.6 µM]; 3T3 cytotox: -10.3%[138 µM]; GPT2 inhibitor: inactive; HEK293 tox: inactive; Luciferase inh: -3.1%[172 µM]; IP6K1 inh: 8.9
